Compound activity: PubChem BioAssay, Icahn School of Medicine at Mount Sinai
ROC1-CUL1 inh = human ROC1-CUL1 E3 ligase inhibition; AID 1347404; hit rate 0.6% among 140,000; in vitro K48 di-Ub FRET, acceptor:donor ratio, 45 min; inhibition, % at 10 µM; in the data active = inhibition above about 25%
Target sequence (P62877 whole entry, looked up): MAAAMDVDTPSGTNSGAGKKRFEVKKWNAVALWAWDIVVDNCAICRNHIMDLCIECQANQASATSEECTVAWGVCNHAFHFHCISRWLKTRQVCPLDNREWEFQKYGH
Target sequence (Q13616 whole entry, looked up): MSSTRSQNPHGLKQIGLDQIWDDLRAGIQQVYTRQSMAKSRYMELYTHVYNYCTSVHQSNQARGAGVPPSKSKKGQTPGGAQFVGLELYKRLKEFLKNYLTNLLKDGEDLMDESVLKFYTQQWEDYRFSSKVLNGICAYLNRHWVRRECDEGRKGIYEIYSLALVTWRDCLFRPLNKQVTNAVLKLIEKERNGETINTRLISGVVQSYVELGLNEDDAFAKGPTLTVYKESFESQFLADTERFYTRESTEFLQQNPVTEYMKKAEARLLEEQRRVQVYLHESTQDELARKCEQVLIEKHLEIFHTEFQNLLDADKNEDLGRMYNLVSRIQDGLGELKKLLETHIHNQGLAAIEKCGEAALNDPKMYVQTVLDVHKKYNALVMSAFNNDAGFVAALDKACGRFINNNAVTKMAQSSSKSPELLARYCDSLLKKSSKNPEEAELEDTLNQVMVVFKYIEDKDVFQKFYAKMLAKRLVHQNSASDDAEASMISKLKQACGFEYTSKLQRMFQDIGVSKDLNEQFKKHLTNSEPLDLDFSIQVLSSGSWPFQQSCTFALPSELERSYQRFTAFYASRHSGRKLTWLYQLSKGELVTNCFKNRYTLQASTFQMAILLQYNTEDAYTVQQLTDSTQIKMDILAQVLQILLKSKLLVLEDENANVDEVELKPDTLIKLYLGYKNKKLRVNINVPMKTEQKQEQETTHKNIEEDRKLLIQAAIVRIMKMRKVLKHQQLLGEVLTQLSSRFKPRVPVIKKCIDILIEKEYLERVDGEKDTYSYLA
The depositor's hits bear a star.

SMILES	ROC1-CUL1 inh
CN1CCCC2(CCN(C(=O)c3c[nH]c4ccccc34)C2)C1=O (stereo not drawn)	10
Cc1ccccc1-c1noc(-c2cc3ccccc3oc2=O)n1	4
COc1cc(C)cc(C)c1C(C)=O	-9
CC1CCN(S(=O)(=O)c2ccc3c(c2)N(CC(=O)NC(C)(C)C)C(=O)CS3)CC1	1
Cc1ccccc1NC(=O)N1C[C@H](O)[C@@H](N(C)Cc2cnccn2)C1	6
COc1ccc(-c2cc(C(F)(F)F)n3nc(C(=O)Nc4cc(Oc5ccc6c(c5)CCC6)cc([N+](=O)[O-])c4)cc3n2)cc1	-4
N#CC1C(=N)N(c2ccccc2Cl)C2=C(C(=O)CC(c3ccccc3)C2)C1c1ccccc1Cl (stereo not drawn)	-2
COCCC(=O)N1CCC(C2CCN(c3ncccn3)CC2)C1 (stereo not drawn)	4
Cc1ccc(Cl)cc1NC(=O)CSc1nnc(-c2ccccn2)n1Cc1ccco1	-3
O=C(Nc1cccc(-c2ccco2)c1)C1CCN(C(=O)c2ccoc2)CC1	2
CC1=NC2=C(C(=O)CCC2)C(c2ccccc2F)C1C#N (stereo not drawn)	6
COc1cc(Cl)cc(/C=C2/C(=O)NN(c3ccc(F)c(Cl)c3)C2=O)c1O	94*
COc1ccc(CN2C(=O)C(CC(=O)Nc3ccccc3)SC2=Nc2ccccc2)cc1 (stereo not drawn)	-2
O=C(Nc1ccc(OC(F)(F)F)cc1)c1ccc(COc2c(F)c(F)cc(F)c2F)cc1	-7
COc1ccccc1NC(=O)c1ncn(-c2ccccc2)n1	-3
COc1cc(/C=N\NC(=O)CSc2nc3ccccc3n2Cc2ccc(Cl)cc2)ccc1O	15
O=C(CN1CCCCC1)N1CCCc2c1c(=O)oc1ccc(OCc3ccccc3)cc21	-4
O=[N+]([O-])c1cc(N=Cc2ccc3ccccc3c2)ccc1Cl	-5
CC1=NN(c2nc(-c3ccccc3)cs2)C(=O)C1N=Nc1cc(Cl)ccc1Cl (stereo not drawn)	1
COc1ccc2c(Sc3ccc(C)cc3)c(C(=O)NC(C)C)[nH]c2c1	-5

Another view of some results above.
Compound,ROC1-CUL1 inh
CN1CCCC2(CCN(C(=O)c3c[nH]c4ccccc34)C2)C1=O (stereo not drawn),10
Cc1ccccc1-c1noc(-c2cc3ccccc3oc2=O)n1,4
COc1cc(C)cc(C)c1C(C)=O,-9
CC1CCN(S(=O)(=O)c2ccc3c(c2)N(CC(=O)NC(C)(C)C)C(=O)CS3)CC1,1

Marked active in ROC1-CUL1 inh, of those listed so far:
SMILES	ROC1-CUL1 inh
COc1cc(Cl)cc(/C=C2/C(=O)NN(c3ccc(F)c(Cl)c3)C2=O)c1O	94*

The listing picks up, starting 4 compounds before the break.
SMILES	ROC1-CUL1 inh
O=C(CN1CCCCC1)N1CCCc2c1c(=O)oc1ccc(OCc3ccccc3)cc21	-4
O=[N+]([O-])c1cc(N=Cc2ccc3ccccc3c2)ccc1Cl	-5
CC1=NN(c2nc(-c3ccccc3)cs2)C(=O)C1N=Nc1cc(Cl)ccc1Cl (stereo not drawn)	1
COc1ccc2c(Sc3ccc(C)cc3)c(C(=O)NC(C)C)[nH]c2c1	-5
COc1ccc(/C=C/C(=O)Oc2cccc(/C=N\NC(=O)Cc3cccn3C)c2)cc1	3
Cc1cc(C)c(Cn2c(C3CC(=O)N(c4ccc(F)cc4)C3)nc3ccccc32)c(C)c1 (stereo not drawn)	-5
Cc1cccc(NC(=O)Nc2nn(Cc3ccc(Cl)cc3)cc2Br)c1	-1
Cc1ccc(-n2nnc(-c3nc(-c4cccs4)no3)c2N)cc1C	2
Cc1ccc2c(Cl)c(C(=O)N3CCN(c4cccc(C)c4C)CC3)sc2c1	-4
Cc1c(C(=O)NCc2ccccc2Br)oc2c1-c1[nH]ncc1CC2	3
CN1CCN(c2oc(/C=C/c3ccc(F)cc3)nc2C#N)CC1	3
Cc1nnc(SC/C=C/c2ccccc2)[nH]c1=O	-14
CCOC(=O)c1ccc(CNC(=O)c2ccc(-n3cc(NC(=O)c4ccc(C)cc4C)cn3)cc2)o1	3
CCCc1cc(C(=O)N2CCN(c3ccccc3F)CC2)cs1	1
CCCCn1c(SCC(=O)Nc2ccc(OC(F)(F)Cl)cc2)nc2c1c(=O)n(C)c(=O)n2C	2
CC(=O)c1cc(C(c2csc(C(C)=O)c2)c2csc(C(C)=O)c2)cs1	1
CS(=O)(=O)N(CC(=O)Nc1cc(Cl)ccc1Oc1ccccc1)c1ccccc1	-9
CCCOC(=O)c1ccc(Cn2nnc3sc4c(c3c2=O)CCC(C)C4)cc1 (stereo not drawn)	6
CCCc1cc(-c2nn3c(-c4ccc(C(F)(F)F)cc4)nnc3s2)n(C)n1	-7
Cc1cc(C(=O)Nc2ccccc2C(F)(F)F)no1	1
C/C(=N\Nc1nc(-c2ccc(Cl)cc2)c(-c2ccccc2)s1)c1ccc(Br)cc1	-9
COc1ccc(F)c(CN2CCOc3ccc(C(O)Cc4ccccc4)cc3C2)c1 (stereo not drawn)	-4
CCOc1cccc(C2C(C(=O)c3ccc(C)cc3)C(=O)C(=O)N2CCCOC)c1 (stereo not drawn)	2
CCOc1ccc(C(=O)Oc2ccccc2)cc1	6

The last six records of the part before open the next one:
SMILES	ROC1-CUL1 inh
CCCc1cc(-c2nn3c(-c4ccc(C(F)(F)F)cc4)nnc3s2)n(C)n1	-7
Cc1cc(C(=O)Nc2ccccc2C(F)(F)F)no1	1
C/C(=N\Nc1nc(-c2ccc(Cl)cc2)c(-c2ccccc2)s1)c1ccc(Br)cc1	-9
COc1ccc(F)c(CN2CCOc3ccc(C(O)Cc4ccccc4)cc3C2)c1 (stereo not drawn)	-4
CCOc1cccc(C2C(C(=O)c3ccc(C)cc3)C(=O)C(=O)N2CCCOC)c1 (stereo not drawn)	2
CCOc1ccc(C(=O)Oc2ccccc2)cc1	6
N#Cc1ccccc1Cn1c(=O)n(CCCC(=O)NCc2ccccc2Cl)c(=O)c2ccccc21	-4
CCc1cc(C(=O)OC)c(NC(=O)CN2CCCC2)s1	-6
Cc1cccc(-c2nc(CSc3nncn4c3cc3sccc34)c(C)o2)c1	-1
Cc1ccc2c(-c3cc4ccccc4o3)cc(=O)oc2c1C	-1
Cc1ccc(SCc2nc(-c3ccc(C(=O)NCCc4ccc(Cl)cc4)cc3)oc2C)cc1	-2
Cc1oc2cc(OC(=O)N3CCOCC3)ccc2c(=O)c1-c1ccc(Br)cc1	-5
Clc1ccc(OCCN2CCCC2)c2ccccc12	-3
COc1ccc(NC(=O)CCCc2nc(-c3ccco3)no2)c(OC)c1	-1
Cc1sc(NC(=O)c2ccco2)c(C(c2cccnc2)N2CCN(c3ccccn3)CC2)c1C (stereo not drawn)	3
CCc1ccccc1NC(=O)N1CCN(c2cc(-c3noc(C)n3)ccc2C)CC1	-3
CNC(=O)c1cc(S(=O)(=O)N2CCOCC2)ccc1Cl	5
O=C1Nc2ccccc2C12SCCS2	3
O=C(Nc1ccc2oc(-c3ccccc3)nc2c1)c1cc2ccccc2o1	9
Cn1cc(S(=O)(=O)c2ccc(Cl)cc2)c(=O)c2cc(F)c(N3CCCCCC3)cc21	0
CCOc1ccc(CN2CCN(Cc3nc(CC)[nH]c3C)CC2CCO)cc1 (stereo not drawn)	11
Cc1cccc(-n2c(=O)c3c4c(sc3n3cnnc23)CCCC4)c1	5
Cc1ccc(NCc2ccc([N+](=O)[O-])cc2)cc1C	-11
COc1ccc(-n2nc(C(=O)N3CCC(C)CC3)nc2-c2ccccc2)cc1	4
Cn1c(COc2ccccc2)nnc1SCC(=O)Nc1ccc(N2CCOCC2)c(Cl)c1	1
Cc1ccc(COCC(O)CN2C(C)(C)CCCC2(C)C)cc1 (stereo not drawn)	-3
COC(=O)c1ccc(Cn2c(SCc3ccc(F)cc3)nc3ccncc32)cc1	-4
O=C(O)C12CC3CC(C1)CC(n1cncn1)(C3)C2	-6
Cc1cc2ccccc2n1CCNC(=O)c1ccccc1F	-7
Nn1c(COc2ccccc2)nnc1SCC(=O)Nc1ccc2ccccc2c1	5
CC(C)CCNC(=O)c1ccc2c(c1)N(Cc1ccccc1F)C(=O)c1ccccc1S2(=O)=O	-6
CC(C)(C)c1cc(C(F)(F)F)n2nc(-c3cccc(Br)c3)cc2n1	2
CC(C)(CO)NC(=O)c1ccncc1	3
COc1cccc2c3c([nH]c12)CCC(OC(C)=O)C3 (stereo not drawn)	6
COC(=O)C1C(C)=Nc2nnnn2C1c1ccc(OC)cc1OC (stereo not drawn)	1
CCCc1nn(C)c(C(=O)Nc2cc(OC)ccc2OC)c1Cl	-2
Cc1cccc(Cn2cccc2CNS(=O)(=O)c2ccc(C)c(C)c2)c1	-12
COc1ccccc1NC(=O)Cn1c(=O)n(-c2ccc(C)cc2)c(=O)c2c1cnn2C	2
CCc1nn(-c2cc(Oc3ccccc3C)ncn2)c(N)c1C(N)=O	-1
CC(=O)N1CCN(S(=O)(=O)c2ccc(C(=O)Nc3ccc(F)cc3)cc2)CC1	11
COc1cc(CNn2c(C)n[nH]c2=S)cc(Cl)c1OCc1ccc(F)cc1	-8
Cc1ccc(NC(=O)CCn2cnc3onc(-c4ccc(F)cc4)c3c2=O)c(Br)c1	-10
CC1=NC(=O)CC(c2ccc(Cl)cc2Cl)C1C(=O)OCC1CCCCC1 (stereo not drawn)	-2
O=C(Nc1ccc([N+](=O)[O-])cn1)c1ccncc1	-5
COC(=O)c1cc2sc(Cl)cc2n1Cc1nc(-c2ccccc2C)oc1C	1

The list is partial; the hit share may differ from the screen's.
